# GoLoco inh red: RGS12 GoLoco-Gai1 interaction inhibition | Gai1:RGS12 GoLoco peptide FP, rhodamine, 10 min | hit rate 0.44% among 230,000 | Potency, µM (top dose mostly 61.6 µM), for inactives: at the top dose activity, negative = inhibition, hits mostly inhibitors; active = well fitted inhibition curve with a large enough effect, not every such curve was filed as active; inactive = no such curve, though single readings can be large or run the other way; also: nearly all actives have a fitted effect of over 30% in size; many of its hits are not listed in these tables
# Target sequence (P63096 whole entry, looked up): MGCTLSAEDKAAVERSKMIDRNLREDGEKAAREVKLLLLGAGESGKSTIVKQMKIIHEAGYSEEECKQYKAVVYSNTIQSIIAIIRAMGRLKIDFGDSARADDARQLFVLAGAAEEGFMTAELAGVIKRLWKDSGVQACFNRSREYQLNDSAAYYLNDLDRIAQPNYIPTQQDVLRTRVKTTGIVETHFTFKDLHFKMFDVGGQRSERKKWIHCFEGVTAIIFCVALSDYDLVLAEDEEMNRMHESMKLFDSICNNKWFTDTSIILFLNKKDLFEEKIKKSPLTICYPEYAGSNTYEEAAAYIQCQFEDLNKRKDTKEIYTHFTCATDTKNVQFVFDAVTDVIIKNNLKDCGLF
# L3MBTL1 inh: inhibitors of human L3MBTL1 | Q9Y468 | AlphaScreen L3MBTL1–H3K9me1 peptide binding | Potency, µM (titrated, usually from 57.1 µM), inactives show top-dose activity, negative = inhibition, hits mostly inhibitors | hit rate 0.66% among 230,000 | AID 485360; also: nearly all actives have a fitted effect of over 60% in size
#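 Read-out is AlphaScreen signal from streptavidin donor and nickel chelate acceptor beads (10 ug/mL final each) bridging L3MBTL1 (50 nM) and biotinylated K9-monomethylated H3(1-15) peptide (75 nM), after 30 min compound exposure at room temperature.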
# TRb SRC2 PPI: inhibitors of human thyroid hormone receptor beta-SRC2 interaction | Potency, µM (top dose mostly 106 µM), for the others: top-dose activity change, negative = inhibition, hits mostly inhibitors | hit rate 0.065% among 280,000 | TRbeta-SRC2 peptide binding, fluorescence polarization; receptor liganded with 1 µM T3 | AID 1469;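 also: plate controls were bound peptide for no effect and peptide without receptor for full effect; nearly all actives have a fitted effect of over 50% in size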
#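 A fluorescence polarization screen tested compounds at multiple concentrations against complex formation between 0.6 uM TRb ligand-binding domain and 20 nM Texas Red SRC2 peptide, with 1 uM T3 present; readout after 5 hr.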
# RECQ1 inh: blocks DNA unwinding by human RECQ1; P46063; RECQ1 DNA unwinding, red fluorescence kinetic read; Potency, µM (highest dose often 57.3 µM), for the others: at the highest dose activity, negative = inhibition, hits mostly inhibitors; hit rate 0.54% among 240,000;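 also: plate controls were vehicle for no effect and no enzyme for full effect; nearly all actives have a fitted effect of over 30% in size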
# Target sequence (P46063 whole entry, looked up): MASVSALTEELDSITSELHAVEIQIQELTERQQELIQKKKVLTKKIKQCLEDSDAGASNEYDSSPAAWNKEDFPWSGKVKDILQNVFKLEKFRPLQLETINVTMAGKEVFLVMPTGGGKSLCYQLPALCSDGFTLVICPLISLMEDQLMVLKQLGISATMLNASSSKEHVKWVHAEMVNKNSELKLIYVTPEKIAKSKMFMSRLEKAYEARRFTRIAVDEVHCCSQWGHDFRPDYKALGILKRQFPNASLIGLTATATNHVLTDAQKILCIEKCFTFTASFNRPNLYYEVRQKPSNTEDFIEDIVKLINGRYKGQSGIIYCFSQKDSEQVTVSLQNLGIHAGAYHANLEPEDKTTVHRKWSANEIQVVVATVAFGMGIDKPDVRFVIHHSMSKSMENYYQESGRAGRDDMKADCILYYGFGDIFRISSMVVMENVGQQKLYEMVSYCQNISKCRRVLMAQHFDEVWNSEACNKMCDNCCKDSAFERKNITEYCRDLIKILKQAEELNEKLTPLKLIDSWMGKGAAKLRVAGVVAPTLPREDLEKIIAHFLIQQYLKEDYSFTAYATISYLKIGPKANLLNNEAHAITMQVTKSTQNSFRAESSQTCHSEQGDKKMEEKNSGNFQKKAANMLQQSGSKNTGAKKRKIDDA
#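 50 nM RECQ1T1 preincubated 15 min with compound in Tris pH 8.0 buffer with MgCl2, DTT, Tween-20 and 2.5 ug/ml poly(dI-dC); started with 200 nM TAMRA/BHQ-2 forked duplex and 2 mM ATP. Unwinding read as fluorescence (525/598 nm), two reads 2 h apart.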
# GAA glycogen mod: inhibitors or activators of human alpha-glucosidase glycogen cleavage | P10253 | recombinant GAA, glycogen substrate, Amplex Red glucose oxidase fluorescence | Potency, µM (top dose mostly 76.4 µM), for inactives: at the highest dose activity change, negative = inhibition, most hits filed as inhibitors | hit rate 0.38% among 300,000 | AID 2100;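 also: 0% = full enzyme reaction and -100% = no-enzyme basal signal; the screen sought inhibitors and activators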
#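 Natural-substrate format: glycogen cleavage by 4 nM human enzyme, glucose read by Amplex Red coupling (Ex 573, Em 610 nm). Normalized to enzyme and no-enzyme controls.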
# TR SRC2 fluor cs: counter-screen for TRb-SRC2 inhibitors: fluorescence interference | TRb/SRC2 Texas Red total fluorescence interference | Potency, µM (top dose mostly 106 µM), inactives show at the top dose fluorescence change, negative = quenching | hit rate 0.29% among 280,000 | AID 1479; active = well fitted curve in either direction with a large enough effect; inconclusive = small, poorly fitted or top-dose-only effect
#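 Human TRb ligand-binding domain at 0.6 uM with 20 nM Texas Red SRC2 peptide in Tris buffer containing 1 uM T3 and 5% DMSO, incubated with compound 5 h at ambient temperature. Total fluorescence (555/632 nm) calculated as parallel + 2 × perpendicular.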
# aGlu spleen mod: lysosomal alpha-glucosidase (human) modulation; P10253; human spleen homogenate, 4-MU-alpha-glucoside fluorescence; Potency, µM (top dose mostly 79.9 µM), for the others: at the top dose activity change, negative = inhibition, actives largely listed as inhibitors; hit rate 0.006% among 240,000;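 also: 0% = enzyme with vehicle and -100% = no enzyme basal signal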
#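 Human spleen homogenate (1 ug) with 4-methylumbelliferyl-alpha-D-glucopyranoside (1 mM final) in 50 mM citrate/phosphate pH 5.0, 0.01% Tween-20; 40 min at 37 C. Stopped at pH 10; 4-MU fluorescence Ex 365/Em 440 nm; AC50 by Hill fit.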
# GAA inh: inhibitors of human lysosomal alpha-glucosidase | P10253 | purified human GAA, 4-MU-alpha-glucoside fluorescence | Potency, µM (top dose mostly 76.9 µM), without a hit: at the highest dose activity change, negative = inhibition, usual class: inhibitors | hit rate 0.005% among 200,000;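 also: plate controls were uninhibited enzyme wells for no effect and no-enzyme background for full effect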
#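 Fluorescence at Ex 365/Em 440 nm from 4-methylumbelliferone reported enzyme activity after 20 min at room temperature. Reactions used 4 nM enzyme and 400 uM substrate at pH 5.0; curves fitted with the Hill equation.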
# Numbers without * were called inactive; i = inactive; ? = inconclusive; . = not tested or not shown; [ ] = dose if it differs, or a comment. Unless noted, calls follow the shape of the dose curve; as a rule, active = well fitted curve in the direction sought with a large enough effect; inconclusive = small, poorly fitted or top-dose-only effect, or another doubt; inactive = no such curve, though single readings can be large; an effect the other way counts as inactive or inconclusive. Unless noted, % is scaled to controls: 0 for no effect and ±100 for the full control effect; potency is read from the fitted curve at half-maximal effect. An excerpt (hit frequency here may not be typical).
entry | SMILES | GoLoco inh red | L3MBTL1 inh | TRb SRC2 PPI | RECQ1 inh
1 | Cc1ccc(NC(=S)Nc2nc(CC(=O)Nc3ccccc3)cs2)cc1 | 11% | -1% | 0% | -3%
2 | N#Cc1nc(-c2ccccc2Cl)oc1N1CCOCC1 | 13% | -17% | 1% | -8%
3 | COc1ccc(/C=N/c2nc3ccccc3n2C)cc1OC | 3% | -3% | -11% | 1%
4 | N/C(=N\c1nc2c(c(=O)[nH]1)CCCC2)Nc1ccccc1Sc1ccccc1 | 4% | . | -7% | -9%
5 | CN(C)CCNC(=O)c1sc2cccc(F)c2c1Cl | -3% | -5% | -3% | 13%
6 | O=C(N/N=C/c1ccco1)c1cnccn1 | 4% | -3% | -2% | i
7 | Cc1ccc(C)c2c(SC(C)C(=O)NCc3ccco3)nc(-c3ccccc3)nc12 (centres undefined) | 9% | -9% | -12% | 14%
8 | COC(=O)C1CCCN1C(C(=O)NC1CCCCC1)c1ccc(Cl)cc1 (centres undefined) | -7% | 4% | -1% | -5%
9 | CC(C)(C)NC(=O)C(=O)NNC(=O)COc1ccc(Br)cc1 | -8% | 1% | -5% | 0%
10 | COc1ccc(OCC(O)Cn2c(N)nc3c2c(=O)[nH]c(=O)n3C)cc1 (centres undefined) | 1% | . | -1% | -4%
11 | CC1N(C)c2cc(NC(=O)c3ccco3)ccc2C1(C)C (centres undefined) | 164%[activator] | -14% | ? | 25µM*
12 | O=C(C1CCN(c2nnc(-n3cccc3)s2)CC1)N1CCOCC1 | 8% | -2% | -4% | 0%
13 | CC(C)CC(=O)NC(=S)Nc1ccccc1N1CCCC1 | 14% | -1% | -8% | -2%
14 | C=CCNC(=O)c1c(-c2c(F)cccc2Cl)noc1C | -3% | . | 2% | i
15 | COc1ccc(CNC(=O)C(=O)NCC(c2ccco2)N2CCOCC2)cc1 (centres undefined) | -10% | -5% | -7% | 2%

entry | GAA glycogen mod | TR SRC2 fluor cs | aGlu spleen mod | GAA inh
1 | -9% | -4% | -2% | 2%
2 | -2% | -1% | 7% | 3%
3 | -6% | 1% | -6% | 2%
4 | -13% | -4% | -6% | -2%
5 | 1% | -2% | 7% | 9%
6 | -6% | -5% | -4% | -3%
7 | 9% | -5% | 4% | -1%
8 | 6% | 0% | -4% | 5%
9 | -4% | 0% | 3% | -6%
10 | -3% | 3% | 2% | .
11 | ? | 45µM*[fluorescent] | 2% | -1%
12 | 6% | -4% | 4% | -9%
13 | ? | -3% | -2% | .
14 | 0% | 1% | 0% | -9%
15 | 5% | -3% | 2% | -14%

# (cont.)
entry | SMILES | GoLoco inh red | L3MBTL1 inh | TRb SRC2 PPI | RECQ1 inh
16 | O=C(NC1CCCCCC1)c1ccc(CN2CCOCC2)cc1 | 4% | 6% | -6% | -2%
17 | CCN(CC)C(=O)COc1ccc2oc(C)c(C(=O)OC)c2c1 | 10% | -7%[11.4 µM] | -10% | -7%
18 | CCOc1ccccc1OCCOCCN1CCN(Cc2ccccc2)CC1 | 9% | -6% | 7% | i
19 | COc1ccc2cc(CN(CCO)C(=O)c3ccc(Br)cc3)c(=O)[nH]c2c1 | -4% | . | 0% | ?
20 | CCCCCCC1CCC(C(=O)Nn2c(C)nc3ccccc3c2=O)CC1 (centres undefined) | -1% | . | -2% | i
21 | Cc1[nH]n(-c2ccc(Cl)c(Cl)c2)c(=O)c1CCO | -1% | 37%[activator] | -2% | i
22 | CC1=CC(=O)C2C(C)(C)CCC[C@@]2(C)[C@@]1(O)CCc1ccoc1 (some centres undefined) | 1% | . | -4% | -16%
23 | CCOC(=O)N/N=C(\C)c1ccc(C)c([N+](=O)[O-])c1 | -11% | -6% | -13% | i
24 | O=C(O)COc1ccc2c3c(c(=O)oc2c1)CCC3 | . | -3% | -6% | -4%
25 | Cn1cccc1C(C(=O)NC1CCCCC1)N(C(=O)Cc1cccs1)c1ccc2c(c1)OCO2 (centres undefined) | -6% | 33%[activator] | -3% | -1%
26 | CCNc1nc(SCCOc2ccc(Cl)cc2Cl)nc(N(C)C)n1 | 2% | . | 5% | i
27 | CC1(C)CC2CC(C)(CN2C(=O)COc2cccc3ccccc23)C1 (centres undefined) | 10% | . | -3% | -8%
28 | Oc1ccc(N=C/C=C/c2cccc(Br)c2)cc1-c1nc2ccccc2s1 | 88%[activator] | ? | -4% | -11%
29 | COc1cc2c(cc1C1NC(=S)NC(C)=C1C(=O)N(C)C)CCCC2 (centres undefined) | -119% | 3% | -6% | -1%
30 | Cc1ccc(-n2c3c(cc(C(=O)NCc4ccco4)c2=O)C(=O)CC(C)(C)C3)cc1 | 2% | -3% | 9% | -6%

entry | GAA glycogen mod | TR SRC2 fluor cs | aGlu spleen mod | GAA inh
16 | 1% | -1% | 0% | 1%
17 | 5% | -4% | -4% | 0%
18 | 22% | -1% | 4% | 4%
19 | 3% | 1% | -5% | -2%
20 | -2% | 4% | 2% | -7%
21 | 22µM* | -8% | -4% | -5%
22 | . | -3% | -2% | .
23 | 3% | -1% | 7% | 6%
24 | -10% | -5% | -4% | -8%
25 | -10% | -2% | -1% | -3%
26 | -3% | -1% | 5% | 0%
27 | -5% | -5% | -19% | -6%
28 | ? | 0% | -3% | 2%
29 | 0% | 1% | -8% | 11%
30 | -6% | 1% | -7% | -1%

# (listing goes on)
entry | SMILES | GoLoco inh red | L3MBTL1 inh | TRb SRC2 PPI | RECQ1 inh
31 | CCc1ccc(OCC(=O)Nc2ccc3c(c2)COC3=O)cc1 | 1% | -3% | 5% | -4%
32 | O=C(CCCN1C(=O)/C(=C/c2ccccc2)SC1=S)Nc1ccc(O)cc1 | -1% | ? | 7% | -4%
33 | CCOC(=O)N1CCN(C(=O)C2COc3ccccc3O2)CC1 (centres undefined) | -1% | 2% | 4% | -5%
34 | CCOc1ccccc1-n1c(SCC(=O)NC)nnc1-c1ccco1 | 3% | 7% | 8% | 1%
35 | O=C(Cn1ccc(C(F)(F)F)n1)N/N=C/c1cccs1 | 5% | 5% | 4% | -7%
36 | CC1CCCCN1S(=O)(=O)c1ccc(S(=O)(=O)N2CCN(c3ccccc3)CC2)cc1 (centres undefined) | 7% | . | 3% | -6%
37 | C=CCNC(=S)Nc1ccc(C(N)=O)cc1 | 13% | 10% | 1% | i
38 | COc1cc(-c2nnc(SCc3c(F)cccc3Cl)o2)cc(OC)c1OC | -16% | 13% | -1% | -23%
39 | Cc1cc(NC(=O)c2cccnc2)ccc1NC(=O)c1ccco1 | 15% | 4% | 3% | -5%
40 | COc1ccc([N+](=O)[O-])cc1NC(=O)C1CCCO1 (centres undefined) | 4% | 8% | 0% | 2%
41 | Cc1ccc2ccccc2c1COC(=O)c1nonc1N | 5% | 23%[11.4 µM] | 2% | i
42 | O=C(COc1ccc(Cl)cc1[N+](=O)[O-])NC1CCCCC1 | 7% | 0%[11.4 µM] | 2% | i
43 | O=C(CSc1ncccn1)NCc1cccs1 | 2% | 0% | 2% | -2%
44 | CC(=O)/C(=C\N(C)C)Sc1ccc(C)cc1 | 6% | . | -1% | -6%
45 | COCCNc1ncnc2c1cnn2Cc1ccc(Cl)cc1 | 5% | 14% | -4% | -2%
46 | OCc1ccnc(Cl)c1 | 1% | 8% | -1% | ?
47 | Clc1ccc(OCCn2c(-c3ccco3)nc3ccccc32)cc1 | 8% | . | 2% | -9%
48 | O=C(CCSc1ccccc1)NC1CCCCCC1 | 3% | 10% | -6% | 9%

entry | GAA glycogen mod | TR SRC2 fluor cs | aGlu spleen mod | GAA inh
31 | 0% | -3% | -2% | ?
32 | ? | 0% | -10% | ?
33 | 2% | -4% | -11% | -3%
34 | -6% | 0% | -2% | ?
35 | 0% | 0% | 0% | 5%
36 | 4% | 1% | -4% | -3%
37 | 3% | -1% | -2% | 12%
38 | -7% | 2% | -5% | -12%
39 | -13% | 0% | 2% | 1%
40 | 1% | -3% | 3% | -5%
41 | -16% | 1% | -2% | -8%
42 | 4% | 1% | -5% | 2%
43 | -4% | 2% | -5% | 3%
44 | 4% | -7% | 3% | .
45 | 2% | -3% | -4% | 7%
46 | 3% | -2% | -5% | -5%
47 | -6% | -6% | -2% | -3%
48 | 12% | -1% | -1% | 2%

# Profiles as entered above:
# Cc1cc(NC(=O)c2cccnc2)ccc1NC(=O)c1ccco1 reads GoLoco inh red: 15%; L3MBTL1 inh: 4%; TRb SRC2 PPI: 3%; RECQ1 inh: -5%; GAA glycogen mod: -13%; TR SRC2 fluor cs: 0%; aGlu spleen mod: 2%; GAA inh: 1%
# O=C(O)COc1ccc2c3c(c(=O)oc2c1)CCC3 reads GoLoco inh red: .; L3MBTL1 inh: -3%; TRb SRC2 PPI: -6%; RECQ1 inh: -4%; GAA glycogen mod: -10%; TR SRC2 fluor cs: -5%; aGlu spleen mod: -4%; GAA inh: -8%
# COCCNc1ncnc2c1cnn2Cc1ccc(Cl)cc1 reads GoLoco inh red: 5%; L3MBTL1 inh: 14%; TRb SRC2 PPI: -4%; RECQ1 inh: -2%; GAA glycogen mod: 2%; TR SRC2 fluor cs: -3%; aGlu spleen mod: -4%; GAA inh: 7%

# Entries by screen from above.
# Entries 31 to 39 in RECQ1 inh read -4%, -4%, -5%, 1%, -7%, -6%, i, -23%, -5%
# Entries 31 to 39 in GoLoco inh red read 1%, -1%, -1%, 3%, 5%, 7%, 13%, -16%, 15%
# Entries 31 to 39 in TR SRC2 fluor cs read -3%, 0%, -4%, 0%, 0%, 1%, -1%, 2%, 0%

# Some of these compounds in order of heavy-atom count, rising.
entry | SMILES | GoLoco inh red | L3MBTL1 inh | TRb SRC2 PPI | RECQ1 inh
40 | COc1ccc([N+](=O)[O-])cc1NC(=O)C1CCCO1 (centres undefined) | 4% | 8% | 0% | 2%
3 | COc1ccc(/C=N/c2nc3ccccc3n2C)cc1OC | 3% | -3% | -11% | 1%
25 | Cn1cccc1C(C(=O)NC1CCCCC1)N(C(=O)Cc1cccs1)c1ccc2c(c1)OCO2 (centres undefined) | -6% | 33%[activator] | -3% | -1%

entry | GAA glycogen mod | TR SRC2 fluor cs | aGlu spleen mod | GAA inh
40 | 1% | -3% | 3% | -5%
3 | -6% | 1% | -6% | 2%
25 | -10% | -2% | -1% | -3%

# From PubChem BioAssay
